aSyn rescue: alpha-synuclein toxicity inhibition in yeast; AID 652106; Yeast expressing alpha-synuclein, growth rescue, BacTiter-Glo, 24 h; Potency, µM (series often up to 46.1 µM), without a hit: top-dose growth rescue (activation), actives largely listed as activators; 0.14% of 370,000 active; also: % of control where 0% means no effect; nearly all actives have a fitted effect of over 65% in size
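Rescue of yeast growth: cells expressing toxic alpha-synuclein, induced in galactose at OD600 0.02, incubated with compound 24 h at 30 C. ATP luminescence quantified growth; inhibitors of toxicity appear as activators.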
PTHR1 ag: agonists of human PTHR1 parathyroid hormone receptor | 0.075% of 410,000 active | HEK293 GP2 PTHR1 cells, GloSensor cAMP luminescence, 1 h | Potency, µM (top dose mostly 115 µM), without a hit: top-dose activation, hits mostly activators; also: nearly all actives have a fitted effect of over 55% in size; some results filed as inactive show a strong effect at the top dose; inactives centre near -15; many of its hits are not listed in these tables
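HEK-293-derived GP2 cells expressing PTHR1 and a GloSensor cAMP reporter, 3,000/well, plated overnight, given luciferin plus IBMX (each 0.5 mM as added) for 1 h at 37 °C, then compound for 1 h at 37 °C. Luminescence was read after 15 min at room temperature.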
EPAC2 antag: blocks human EPAC2 exchange factor | Q8WZA2 | Potency, µM (highest dose often 114 µM), for inactives: at the highest dose activity, negative = inhibition, hits mostly inhibitors | 0.18% of 360,000 active | EPAC2 GEF exchange of Rap1B-BODIPY-GDP, fluorescence; also: % is scaled to controls: 0 for no effect and ±100 for the full control effect; nearly all actives have a fitted effect of over 45% in size; many of its hits are not listed in these tables
EPAC1 agonist: agonists of human EPAC1; O95398; EPAC1 agonist qHTS, biochemical assay; response scale: 100% = response to 6.5 mM cAMP; Potency, µM (doses to about 154 µM), for inactives: top-dose activation, hits mostly activators; 0.073% of 360,000 active; also: nearly all actives have a fitted effect of over 60% in size
Target sequence (O95398 whole entry, looked up): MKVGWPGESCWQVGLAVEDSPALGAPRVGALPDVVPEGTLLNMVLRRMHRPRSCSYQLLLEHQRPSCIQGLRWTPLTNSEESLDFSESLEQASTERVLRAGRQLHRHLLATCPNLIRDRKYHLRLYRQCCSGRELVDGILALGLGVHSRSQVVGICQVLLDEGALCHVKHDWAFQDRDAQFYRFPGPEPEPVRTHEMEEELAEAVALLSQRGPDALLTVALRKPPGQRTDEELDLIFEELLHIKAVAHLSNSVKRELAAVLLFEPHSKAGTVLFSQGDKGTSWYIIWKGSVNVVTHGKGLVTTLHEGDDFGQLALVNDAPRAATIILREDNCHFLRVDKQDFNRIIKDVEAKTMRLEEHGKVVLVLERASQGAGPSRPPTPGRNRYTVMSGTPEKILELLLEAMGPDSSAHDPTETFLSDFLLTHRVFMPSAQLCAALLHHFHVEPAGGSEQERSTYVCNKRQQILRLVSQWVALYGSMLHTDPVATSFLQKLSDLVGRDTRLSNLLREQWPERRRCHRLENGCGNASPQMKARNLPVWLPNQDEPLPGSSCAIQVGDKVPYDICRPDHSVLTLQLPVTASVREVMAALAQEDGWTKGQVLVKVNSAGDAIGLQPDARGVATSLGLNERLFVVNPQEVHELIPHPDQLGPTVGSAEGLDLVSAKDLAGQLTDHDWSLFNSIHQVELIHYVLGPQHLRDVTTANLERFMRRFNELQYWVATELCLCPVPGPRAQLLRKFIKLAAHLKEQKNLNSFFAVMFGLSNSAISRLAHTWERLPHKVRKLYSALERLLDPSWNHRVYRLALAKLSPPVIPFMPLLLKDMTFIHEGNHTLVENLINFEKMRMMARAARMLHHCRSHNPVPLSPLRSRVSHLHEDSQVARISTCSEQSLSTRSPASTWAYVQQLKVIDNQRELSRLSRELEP
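Read-out is the fluorescence drop as BODIPY-GDP leaves Rap1B (480 nm excitation, 540 nm emission), recorded every 5 minutes over 30 minutes. Reactions held 100 nM EPAC1, 250 nM Rap1B–BODIPY-GDP and 50 uM GDP, with 6.5 mM cAMP setting full activation.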
TDP-43 yeast inh: TDP-43 toxicity inhibition in yeast | TDP-43 expressing yeast growth rescue, BacTiter-Glo, 24 h | Potency, µM (doses to about 46.1 µM), for inactives: top-dose growth rescue (activation), most hits filed as activators | 1.8% of 410,000 active; also: % of control where 0% means no effect; nearly all actives have a fitted effect of over 50% in size
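Galactose-induced TDP-43 yeast, OD600=0.02, compound pinned; 24 hr, 30 deg C; BacTiter-Glo luminescence for growth. Inhibitors of TDP-43 toxicity read as activators.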
EPAC2 agonist: activates human EPAC2 exchange factor; 0.079% of 360,000 active; EPAC2 activation, biochemical qHTS; response scale: 100% = 6.5 mM cAMP response; Potency, µM (series often up to 154 µM), without a hit: at the highest dose activation, hits mostly activators; AID 720711; Q8WZA2; also: nearly all actives have a fitted effect of over 50% in size
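Each well held 100 nM EPAC2, 250 nM RAP1B-BODIPY-GDP and 50 uM GDP. Fluorescence, read at 5-min intervals to 30 min, was referenced to a 6.5 mM cAMP positive control.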
FUS suppressor: rescues growth of FUS-expressing yeast. S. cerevisiae FUS-expressing, growth rescue, OD600, 24 h. Potency, µM (top dose mostly 76.6 µM), inactives show at the top dose growth rescue (activation), hits mostly activators. 0.24% of 390,000 active;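 also: plate controls were DMSO vehicle for no effect and reference control for full effect; nearly all actives have a fitted effect of over 55% in size; some results filed as inactive show a strong effect at the top dose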
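Galactose (2%) drives FUS expression in yeast precultured in raffinose; seeding density OD 0.005. Test compounds incubated 24hr at 30C and 99% humidity before absorbance at 600 nm was measured.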
EPAC1 antag: blocks human EPAC1 exchange factor; O95398; Potency, µM (series often up to 115 µM), for the others: top-dose activity change, negative = inhibition, actives largely listed as inhibitors; EPAC1 GEF assay, Rap1b-BODIPY-GDP exchange fluorescence; AID 720709; 0.14% of 360,000 active;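 also: plate controls were vehicle for no effect and positive control for full effect; nearly all actives have a fitted effect of over 50% in size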
An asterisk follows results filed as active; i = inactive; ? = inconclusive; . = not tested or not shown; [ ] = dose if it differs, or a comment. Calls follow the shape of the dose curve; as a rule, active = well fitted curve in the direction sought with a large enough effect; inconclusive = small, poorly fitted or top-dose-only effect, or another doubt; inactive = no such curve, though single readings can be large; an effect the other way counts as inactive or inconclusive. Potency is read from the fitted curve at half-maximal effect. The list is partial. The share of hits here may be higher or lower than overall.

Structure | EPAC2 antag | TDP-43 yeast inh | aSyn rescue | EPAC2 agonist | FUS suppressor | EPAC1 agonist | PTHR1 ag | EPAC1 antag
CC(C)Cc1ccc(C(C)C(=O)N2CCOCC2)cc1 (configuration not stated) | -1.2% | -5.1% | 0.0% | 2.4% | 1.3% | 4.0% | -0.4% | -2.0%
Cc1cnc(C(=O)OC(C)C(=O)c2c(C)[nH]c3ccccc23)cn1 (configuration not stated) | 6.4% | 19.8% | 0.0% | 2.2% | 5.1% | -2.3% | i | -6.2%
CCc1cc(=O)oc2cc(C)c(CN3CCCCC3)c(O)c12 | -5.1% | -17.2% | 9.4% | -5.3% | . | -6.4% | 20.0% | ?
O=C(CSc1ccc(S(=O)(=O)N2CCCC2)cn1)Nc1ccc([N+](=O)[O-])cc1C(F)(F)F | -9.3% | 45.0% | 3.1% | 10.2% | . | 3.8% | -29.0% | -6.7%
CC1(C(=O)O)C=CCN1C(=O)c1ccccc1 (configuration not stated) | 16.3% | 15.2% | 1.2% | 5.3% | -12.2% | -4.1% | -15.7% | 5.3%
COc1ccc(-c2cc(=O)oc3c(C)c(OCC(=O)NCC4CCC(C(=O)O)CC4)ccc23)cc1 (configuration not stated) | ? | -5.9% | ? | -1.3% | -30.2% | -5.1% | -6.3% | 7.7%
Cn1c2ccccc2c(=O)c2cc(C#Cc3ccc(N)cc3)ccc21 | 1.4% | ? | 4.8% | 7.5% | 22.6% | -17.1% | i | -20.0%
CCOC(=O)C1CCCN(S(=O)(=O)c2cc(C(=O)OC)n(C)c2)C1 (configuration not stated) | -3.0% | 15.4% | -4.1% | 24.4% | -22.0% | 16.1% | -67.0%[inhibitor] | 8.8%
CCOC(=O)c1c(C)[nH]c(C(=O)COC(=O)CCSc2ccccc2)c1C | 2.6% | 0.0% | 4.0% | -3.2% | 6.6% | -18.5% | i | -10.9%
O=C(NNC(=O)c1ccccc1O)c1ccc(S(=O)(=O)Nc2ccccc2F)cc1 | 10.7% | -20.4% | 7.0% | -3.3% | 8.0% | -4.1% | 29.3% | -7.5%
Cc1cc(Nc2ccc(Br)cc2F)n2ncnc2n1 | -11.9% | 11.0% | 4.6% | 5.1% | -15.7% | -0.7% | -10.1% | -9.7%
N#CC(C#N)=Cc1c[nH]c(=O)c(C#N)c1Nc1ccccc1 | -10.2% | -19.7% | -4.8% | -1.2% | 13.3% | 5.0% | 29.0% | -6.2%
Cc1ccc(C)c(SCC(=O)NC(=O)Nc2ccc3c(c2)OCCO3)c1 | -1.7% | 19.5% | 9.6% | -2.4% | -4.4% | -0.7% | -3.5% | -11.2%
COC(=O)Cc1ccc(OC2(C)CCN(Cc3ccc(-c4ccccn4)cc3)C2)cc1 (configuration not stated) | -14.2% | 9.5% | 6.4% | 12.7% | -7.0% | 1.2% | -63.7%[inhibitor] | -0.8%
COc1ccc([N+](=O)[O-])cc1NC(=O)COC(=O)C1CC1 | 10.0% | -10.1% | -0.5% | 5.7% | -13.3% | 11.5% | i | 3.5%
NC(=O)c1c(NC(=O)C(=O)N2CCOCC2)sc2c1CCC2 | 0.1% | 12.0% | -0.3% | 5.8% | 10.4% | -14.1% | i | -0.7%
Cc1ccc(N(CC(=O)NCc2ccc(F)cc2)C(=O)CCC(=O)Nc2ccccn2)cc1C | 5.9% | 10.9% | 5.9% | -3.8% | 18.6% | -10.2% | i | -4.4%
CC(C)OCCCNC(=O)c1ccc(N(C)S(C)(=O)=O)cc1 | 1.0% | -21.4% | 5.8% | -7.4% | 9.8% | 6.8% | -14.5%[57.5 µM] | 12.0%
Cc1ccc(NC(=O)CCc2nnc3ccc(NCc4ccco4)nn23)nc1 | -1.7% | -10.3% | -5.0% | 5.8% | -6.9% | 3.2% | ? | -24.9%
CCOc1ccc(NC(=O)c2ccc(CNc3c(N4CCCC4)c(=O)c3=O)cc2)cc1 | 46.4%[activator] | -4.2% | -5.5% | 10.8% | 12.5% | 0.0% | -21.2% | -24.3%
Cc1nc(N)[nH]c(=O)c1Oc1cccc(C(F)(F)F)c1 | 6.7% | -19.6% | -2.7% | -1.6% | 16.1% | -4.0% | i | -8.9%
CCC(C)[C@H](NC(=O)N1CC(=O)Nc2ccccc21)C(=O)Nc1ccccc1C (some centres not stated) | -5.3% | 18.1% | 0.6% | 8.3% | 4.6% | 1.2% | -11.7% | -7.0%
COc1ccc(C(=O)NNC(=O)CSc2nnc(COc3ccccc3OC)n2C)cc1 | -8.4% | -21.5% | -0.5% | 15.0% | -2.4% | -6.0% | -17.3% | -19.5%
COc1ccc(Nc2ncnc3c2oc2ccccc23)cc1 | 0.9% | 29.2% | -18.1% | 6.0% | 4.5% | -8.3% | -15.8%[57.5 µM] | 2.9%
COc1cccc(-c2nc(Cc3ccc(OC)c(OC)c3)no2)c1 | -10.5% | 3.1% | 0.2% | 14.5% | 15.8% | 11.0% | -28.2% | -12.9%
CC(NC(=O)c1ccc(N(C)C)cc1)C(c1cccs1)N1CCN(C)CC1 (configuration not stated) | 4.0% | -16.1% | 5.7% | 4.3% | 0.5% | -5.4% | -0.6% | 1.7%
O=c1[nH][nH]c2c1[C@H](c1ccc(Cl)cc1)O[C@H](CCc1ccccc1)C2 | -8.9% | ? | -3.7% | 10.1% | 43.2% | -1.8% | -1.1% | -17.2%
Cc1cc(=O)n2nc(N3CCC(C(=O)NC(C)c4ccccc4)CC3)sc2n1 (configuration not stated) | -3.0% | 6.2% | -10.3% | -1.0% | 10.0% | -5.4% | -1.6% | -7.4%
COc1ccc(C(=O)Nc2cc(OC)cc3cccnc23)cc1 | -4.6% | 13.1% | -1.1% | 16.5% | -20.3% | -7.1% | -21.3% | -7.1%
COc1cc(CNc2ncnc3c2ncn3[C@H]2CN(Cc3ccccc3)C[C@@H](COC(C)=O)O2)cc(OC)c1OC | -1.8% | 2.6% | 2.1% | 11.8% | 31.7% | -3.6% | 1.3% | 8.4%
Oc1c(CN2CCCCC2)ccc2cccnc12 | -2.5% | -14.1% | 0.5% | 2.9% | 38.9% | -5.5% | 18.0% | 12.2%
CSc1ccc(C(=O)NCC(c2ccco2)N(C)C)cc1[N+](=O)[O-] (configuration not stated) | 5.1% | -2.8% | 6.8% | 7.3% | 17.8% | 3.6% | i | -4.2%
S=c1[nH]nc(-c2ccc(Cl)cc2)n1-c1ccc2c(c1)OCCO2 | -0.7% | -0.7% | -8.8% | -6.3% | 13.6% | -3.5% | i | 8.5%
CC(C(=O)OCC(=O)NC1CCCCC1)N1C(=O)c2ccccc2C1=O (configuration not stated) | 0.0% | -11.4% | ? | -3.0% | -18.9% | 1.5% | -1.8% | -3.5%
CC(=O)Nc1ccc(NC(=O)CSc2nc(C)nc3sc(C)c(C)c23)cc1 | -1.2% | -8.9% | 6.0% | -13.2% | 4.0% | -9.6% | -14.8% | -18.7%
O=C(O)c1ccc(SCc2ccccc2)nc1 | 9.6% | 12.6µM* | 7.1% | 3.0% | 12.8% | -3.1% | -19.2% | -0.3%
Cn1cc(CNCc2cn(C)nc2-c2ccc(C3CCCCC3)cc2)cn1 | 6.1% | -1.7% | 0.0% | 3.0% | 38.3% | 11.3% | -6.5% | ?
O=C(c1ccc([N+](=O)[O-])cc1)N1CCSC1c1ccccc1 (configuration not stated) | 18.1% | 13.6% | -5.4% | 2.4% | -23.1% | -1.6% | i | 16.6%
O=[N+]([O-])c1ccc(-c2ccc(S(=O)(=O)N3CCOCC3)cc2)cc1 | 1.8% | 1.9% | 6.6% | -6.2% | -27.9% | -10.9% | i | -7.2%
CC12CCC(=O)N1C(C(=O)N1CCN(c3ccc(C(F)(F)F)cc3[N+](=O)[O-])CC1)CS2 (configuration not stated) | -0.2% | 20.3% | -0.6% | 0.4% | 10.1% | 3.4% | -15.3% | -2.5%

Retrieved one by one from above:
Structure | EPAC2 antag | TDP-43 yeast inh | aSyn rescue | EPAC2 agonist | FUS suppressor | EPAC1 agonist | PTHR1 ag | EPAC1 antag
CC(C(=O)OCC(=O)NC1CCCCC1)N1C(=O)c2ccccc2C1=O (configuration not stated) | 0.0% | -11.4% | ? | -3.0% | -18.9% | 1.5% | -1.8% | -3.5%
CC12CCC(=O)N1C(C(=O)N1CCN(c3ccc(C(F)(F)F)cc3[N+](=O)[O-])CC1)CS2 (configuration not stated) | -0.2% | 20.3% | -0.6% | 0.4% | 10.1% | 3.4% | -15.3% | -2.5%
O=C(O)c1ccc(SCc2ccccc2)nc1 | 9.6% | 12.6µM* | 7.1% | 3.0% | 12.8% | -3.1% | -19.2% | -0.3%
O=C(c1ccc([N+](=O)[O-])cc1)N1CCSC1c1ccccc1 (configuration not stated) | 18.1% | 13.6% | -5.4% | 2.4% | -23.1% | -1.6% | i | 16.6%

Following part
Structure | EPAC2 antag | TDP-43 yeast inh | aSyn rescue | EPAC2 agonist | FUS suppressor | EPAC1 agonist | PTHR1 ag | EPAC1 antag
CCOP(=O)(OCC)/C(=N/OC(=O)c1ccc(Cl)cc1Cl)C(N)=O | 7.7% | -8.2% | 3.0% | 6.8% | 8.8% | -1.1% | -26.1% | 21.2%
Nc1cc(Cl)ccc1C(=O)OCC(=O)N1CCCC1 | 2.4% | 10.4% | -4.8% | 6.1% | -3.4% | -7.2% | i | -5.5%
CC1=CC(c2ccccc2)n2nc(NS(=O)(=O)c3ccc(C)cc3)nc2N1 (configuration not stated) | 6.1% | -15.3% | 8.6% | 1.8% | 27.0% | -9.8% | -4.5%[57.5 µM] | 9.4%
CCOc1ccc(N(CC(=O)NN=C2CCN(C)CC2)S(C)(=O)=O)cc1 | 1.3% | 12.9% | 3.6% | -5.6% | -13.6% | 9.7% | -22.6% | -6.6%
CCNC(=S)N=Nc1c(O)n(Cc2ccc(Cl)cc2)c2ccccc12 | 1.7% | 21.8% | 1.8% | 10.6% | 11.3% | 5.2% | i | -4.5%
CCC(C)N(C(=O)COC(=O)c1nc(Cl)ccc1Cl)C1CCS(=O)(=O)C1 (configuration not stated) | 17.6% | 7.8% | -27.2% | -4.2% | 16.4% | 0.9% | 2.4% | 3.3%
Cc1ccc2nc(-c3ccccc3)cc(C(=O)Nc3cccnc3)c2c1 | -0.5% | 25.0% | -0.2% | -7.7% | . | -15.2% | i | 3.5%
COc1ccc(-c2nc3n(n2)C(c2ccccc2Cl)C(C(N)=O)=C(C)N3)cc1 (configuration not stated) | 0.0% | 11.2% | -3.6% | -2.0% | -15.1% | -7.4% | -7.6% | -6.3%
